RNase H inhibition: RNase H inhibition, HIV 1 Gag Pol polyprotein, FRET biochemical assay, screening (AID 372); HIV-1 RT RNase H, FRET RNA/DNA substrate fluorescence; higher % means a stronger effect; 100,000 tested, 0.77% active; one-dose inhibition, % at 10 µM; IC50 in µM for titrated hits; in the data active = inhibition above about 50%
* = called active by the depositor.

SMILES	RNase H inhibition
Cc1ccc2c(Cl)c(C(N)=O)sc2c1	9%
O=C(COc1ccc(Br)cc1Cl)Nc1cccc(Cl)c1Cl	17%
Cc1sc(-n2c(C)cc(/C=C3\SC(=S)NC3=O)c2C)c(C#N)c1C	36%
CCOc1ccccc1C=Nc1ccc(Cl)c(Cl)c1	7%
COC(=O)c1ccccc1NC(=O)CN1C(=O)c2ccccc2C1=O	16%
Cc1oc2ccc(OCC(=O)OCc3ccccc3)cc2c1C(=O)OC(C)C	0%
COC(=O)CCN1C(=O)/C(=C\c2ccc([N+](=O)[O-])cc2)SC1=S	14%
S=C1NC(c2ccccc2)=NCN1c1ccccc1	2%
O=C1NC(=S)S/C1=C/c1ccc(OCc2cccc(C(=O)O)c2)cc1	10%
COc1cc(C(=O)ON=C2CCSCC2)cc(OC)c1OC	10%
CC(C)COCC1CC2(CC(C)C(=O)CC2=O)C(=O)O1 (centres undefined)	12%
CS(=O)(=O)N(CC(=O)NCCSc1ccccn1)c1ccc(Cl)c(C(F)(F)F)c1	16%
CCN(CC)CC(O)COc1ccc2c(c1)c(C(C)=O)c(C)n2-c1ccccc1 (centres undefined)	20%
C=CCSc1nnc(-c2ccccc2)o1	2%
CC1=Cc2cc([N+](=O)[O-])ccc2OC12C=Cc1c(ccc3ccccc13)O2 (centres undefined)	42%
O=[N+]([O-])c1cccc(Cl)c1N1CCN(CCO)CC1	3%
COc1ccc2cc(/C=N/OC(C)=O)ccc2c1	9%
COc1cccc(-c2nc(Cc3ccc(OC)c(OC)c3)no2)c1	0%
CCOC(=O)CCCSc1nnc(CCCN2C(=O)c3cccc4cccc(c34)C2=O)n1-c1ccccc1	18%
CCOCCOC(=O)C1=C(C)NC(=O)NC1c1ccccc1F (centres undefined)	1%
CC(C)c1ccc(-c2nc3sc4c(c3c(=O)[nH]2)CCCC4)cc1	0%
COc1ccccc1CNC(=O)c1cc(Cl)ccc1Cl	1%
c1ccc(-n2ncc3c(NCc4ccco4)ncnc32)cc1	0%
Cc1cc(/C=N/N2C(=O)c3ccccc3C2=O)c(C)n1-c1ccccc1	3%
COc1ccc(Cl)cc1N(CC(=O)N1CCC(C)CC1)S(=O)(=O)c1ccc(C)c([N+](=O)[O-])c1	6%
COc1ccccc1-c1cc(-c2ccc(Br)cc2)nc(=O)[nH]1	6%
COc1cc(/C=N/N2C(=O)C3C4C=CC(CC4)C3C2=O)ccc1O (centres undefined)	0%
O=C(CSCc1cccc(Br)c1)N/N=C/c1cccs1	3%
COc1cc(OC)c(/C=C2\SC(=Nc3ccc(C)c(Cl)c3)NC2=O)cc1Br	35%
Cc1c(NC(=O)c2ccc(F)cc2)cccc1-c1nc2ccccc2s1	15%
O=C(NN=C1c2ccccc2-c2ccccc21)c1ccc(F)cc1	7%
O=C(CSc1nc2ccc([N+](=O)[O-])cc2[nH]1)Nc1nccs1	7%
O=C(CCNc1ccc2c(c1)oc1ccccc12)c1ccc(Br)cc1	12%
CC(Oc1ccccc1)C(=O)Nc1ccc(Cl)c(C(N)=O)c1 (centres undefined)	13%
CC(=O)Nc1ccc(NC(=O)CCN2C(=O)c3ccccc3C2=O)cc1	4%
COc1ccc(NC(=O)c2ccc(N3C(=O)CCC3=O)cc2)cc1	11%
CN(C)c1ccc(NC(=O)COc2ccccc2)cc1	7%
CC(C(=O)O)N1C(=O)/C(=C/c2ccccc2)SC1=S (centres undefined)	5%
O=C1NN=C2C3CCC4CC12CC1(C3)C(=O)NN=C41	0%
CCOc1ccccc1/C=C(/NC(=O)c1ccccc1)C(=O)N1CCCCC1	0%
CCc1nnc(NC(=O)c2ccc([N+](=O)[O-])cc2)s1	0%
COc1cc(C)ccc1OCCOc1cccc(Cl)c1	29%
CCOP(=O)(OCC)C(OC(N)=O)c1ccc(C(OC(N)=O)P(=O)(OCC)OCC)cc1 (centres undefined)	3%
COc1cc(C=O)c(Br)cc1OCc1ccc(F)cc1	4%
O=C1N/C(=N\N=C\c2ccco2)SC1Cc1cc(Cl)ccc1Cl (centres undefined)	3%
Cc1ccccc1C(=O)NC(NC(=O)c1ccccc1C)c1ccc(Br)cc1	20%
Cc1cccc(NC(=O)c2ccccc2NC(=O)c2ccccc2)c1	10%
CCOC(=O)C1=C(O)/C(=C\c2ccccc2)SC1=Nc1cccc(Cl)c1	35%
CC1=C(C(=O)Nc2ccccc2C)C(c2ccccc2Cl)C(C#N)=C(SCC(N)=O)N1 (centres undefined)	2%
CCCN(CCC)c1ccc2nonc2c1[N+](=O)[O-]	12%
Further compounds:
SMILES	RNase H inhibition
O=C1C(=O)N(c2cccnc2)C(c2ccc(F)cc2)/C1=C(\O)c1ccc(Cl)cc1 (centres undefined)	2%
COC(=O)c1cccc(NC(=O)c2ccc(Cl)cc2)c1	1%
NNc1nc(-c2ccccc2)cc(-c2ccc(Br)cc2)n1	15%
COc1ccc(-n2c(C)cc(C)nc2=O)cc1	16%
CCOC(=O)C1=C(O)/C(=C/c2c(F)cccc2Cl)SC1=Nc1ccccc1	34%
COc1ccccc1OCCOc1ccccc1[N+](=O)[O-]	13%
CCOc1cccc(-c2nc3cc(Cl)ccc3c(=O)o2)c1	4%
Cc1cccc(NC(=S)NC(=O)c2ccccc2F)n1	28%
O=c1oc2cc(OCc3c(F)c(F)c(F)c(F)c3F)ccc2cc1-c1ccccn1	10%
CC(C)C(=O)NCCNc1ccc([N+](=O)[O-])cc1Cl	6%
O=C(NCc1ccco1)C(=O)Nc1ccc(Oc2ccccc2)cc1	35%
CC1(C)CC(=O)C(CCC#N)(CCC#N)C(=O)C1	10%
COc1cccc(C(=O)N2CCN(C(=O)c3c(OC)cccc3OC)CC2)c1	5%
CC(=O)N(c1ccc(Br)cc1)C1SC(=O)N(c2ccccc2)C1=O (centres undefined)	6%
CCOc1cc2c(c([N+](=O)[O-])c1)NC(c1ccccc1F)C1CC=CC21 (centres undefined)	29%
COc1cc(NC(=O)c2cc3ccccc3cc2OC)c(Cl)cc1NC(=O)c1ccccc1	6%
CCCCOc1ccc(C(=O)Nc2cccc(-c3nc4cc(C)ccc4o3)c2C)cc1	38%
COc1ccc(C(=O)Nc2cccc(-c3nc4cc(C)c(C)cc4o3)c2)cc1	2%
COCCCN1C(=O)/C(=C\c2ccc(Br)cc2)C(C(=O)OC)=C1C	7%
O=C(COc1ccccc1Cl)NNC(=O)c1ccc(O)cc1O	9%
CC(CC#CCN1CCOCC1)OCCC#N (centres undefined)	15%
O=C(c1ccc(Cl)c([N+](=O)[O-])c1)N1CCN(c2ccc([N+](=O)[O-])cc2)CC1	8%
COc1cc(C(=O)NC(=S)Nc2nc3ccccc3s2)cc(OC)c1OC	14%
CC(=O)c1cccc(NC(=O)/C(=C/c2ccc(Br)cc2)NC(=O)c2ccccc2Cl)c1	15%
CC1CCN(CCOCCOc2ccccc2Br)CC1	17%
O=C1C=C/C(=N\S(=O)(=O)c2cc(Cl)ccc2Cl)C=C1Cl	2µM*
COc1ccccc1OCCOc1ccc(C)cc1[N+](=O)[O-]	7%
CCC(=O)Nc1ccc(N2CCOCC2)cc1	8%
CCOc1cccc(CNc2ccc(F)c(Cl)c2)c1O	14%
O=C(O)c1ccc(S(=O)(=O)c2ccc3c(c2)C(=O)N(c2ccc(Sc4ccc([N+](=O)[O-])cc4)cc2)C3=O)cc1	5%
Cc1ccc(-n2ncnc2-c2ccccc2Cl)cc1Cl	19%
COc1cccc(OCCOc2ccc(/C=N/n3cnnc3)cc2OC)c1	2%
Cc1nc(C)c(C(=O)NN)cc1C(=O)NN	4%
CCOC(=O)c1nnn(-c2nonc2N)c1C	7%
N#C/C(=C\c1ccccc1F)c1nn(CCO)c(N)c1C#N	1%
Cc1ccc(NC(=O)c2c(NC(=O)c3ccc(C)cc3)sc3c2CCC3)cc1	10%
CCN(CC)c1ccc(NC(=S)NC(=O)c2cccs2)cc1	8%
CC(=O)NC1=NC(=O)/C(=C/c2cc3c(cc2Br)OCO3)S1	7%
Cc1ccccc1OCCOCCOc1ccc(/C=C2\SC(N)=NC2=O)cc1	22%
N/C(=N/OC(=O)c1cccc([N+](=O)[O-])c1)c1nonc1N	14%
O=C(Cc1ccccc1)Nc1ccc2oc(-c3ccc(Cl)cc3Cl)nc2c1	44%
CC(C)COc1ccc(/C=C(\C#N)C(=O)NC(C)c2ccccc2)cc1 (centres undefined)	21%
CCCCOc1c([N+](=O)[O-])cc([N+](=O)[O-])c2nsnc12	11%
CN(CN1C(=O)C(=O)c2ccccc21)c1ccccc1	19%
CCOCCOC(=O)c1ccc(NC(=O)/C=C/c2ccc(Cl)cc2Cl)cc1	20%
CCOC(=O)C1=C(O)/C(=C/c2ccc(O)c(OCC)c2)SC1=Nc1ccc([N+](=O)[O-])cc1	0%
COc1ccc(Br)cc1/C=N\n1c(C)nnc1C	12%
COc1ccc(/C=C/C(=O)c2cccc([N+](=O)[O-])c2)c(OC)c1	15%
C=CCSc1[nH]c(=O)c(C(=O)OCC)cc1C#N	17%
COc1ccc(OC)c(NC(=S)NC(NC(=O)c2cc(OC)c(OC)c(OC)c2)C(Cl)(Cl)Cl)c1 (centres undefined)	20%
The listing continues:
SMILES	RNase H inhibition
CCOc1cccc(/C=N/n2c(-c3ccc(OC)cc3)n[nH]c2=S)c1O	14%
O=C1c2ccccc2C(=O)N1CNc1ccc(Cl)cc1Cl	9%
Brc1ccc(/C=N/Nc2cc(-c3ccccc3)nc(-c3ccccc3)n2)cc1	0%
COC(=O)CNc1cccc(C(=O)O)c1	5%
COC(=O)c1ccccc1NS(=O)(=O)c1c(C)cc(C)cc1C	22%
CC1=C(C(=O)Nc2ccc(Br)cc2)C(c2ccccc2F)NC(=S)N1 (centres undefined)	8%
CCCCCc1ccc(/C(C)=N/Nc2nc(C)cc(=O)[nH]2)cc1	7%
O=C(O)Cn1cc(/C=N\Nc2ccc([N+](=O)[O-])cn2)c2ccccc21	5%
CC1=C(C)CC2C(=O)N(c3ccc(Cl)cc3Cl)C(=O)C2C1 (centres undefined)	15%
CC(=O)NC1=NN(C(C)=O)C(C)(c2cccc([N+](=O)[O-])c2)S1 (centres undefined)	1%
CC1(C)CC(=O)C(C=NC2CCCCC2)=C(O)C1	6%
O=C1C2C3C=CC(C2C(=O)N1Cc1cccnc1)C1C(=O)N(Cc2cccnc2)C(=O)C31 (centres undefined)	5%
COc1cc(C2C(C#N)=C(C)NC3=C2C(=O)CC(c2ccccc2)C3)cc(Br)c1O (centres undefined)	12%
C/C=C/c1ccc(OCCOCCOc2ccc(Cl)cc2C)c(OC)c1	16%
Clc1ccc(/C=C/C=Nc2cccc(-c3nc4cc(Cl)ccc4o3)c2)cc1	22%
COC(=O)C1=C(C(=O)OC)SC2(S1)C(C(=O)OC)=C(C(=O)OC)SC1=C2c2cccc(C)c2NC1(C)C	18%
Cc1cccc(-c2cc(NC(=O)c3ccc(F)cc3)n[nH]2)c1	0%
CCCCNC(=S)Nc1ccc(Cl)cc1Cl	0%
O=C(N/N=C/c1cccc(Cl)c1)C(O)(c1ccccc1)c1ccccc1	11%
Cc1cc2c(cc1C)CN(c1cccc(C(=O)N/N=C/c3ccc(O)c(O)c3)c1)C2	62%*
Cc1ccc(C(CC#N)C2CCOC(C)(C)C2)cc1 (centres undefined)	0%
C(=N\Nc1nc(N2CCOCC2)nc(N2CCOCC2)n1)/c1ccc2c(c1)OCO2	8%
COc1cc(C2Nc3ccccc3-c3nnc(SCc4ccccc4)nc3O2)cc(OC)c1O (centres undefined)	15%
CCOC(=O)c1c(-c2ccccc2)oc2ccc(OCC(=O)OCc3ccccc3)cc12	5%
CC(C)(C)NCCCCOc1c(Cl)cccc1Cl	5%
COc1ccc(S(=O)(=O)Nc2cc(Cl)c(O)c3ccccc23)cc1	29%
Cc1ccc(OCC(=O)Nc2cccc(-c3nc4ncccc4o3)c2)cc1C	11%

Entries listed so far containing bromine (17):
SMILES	RNase H inhibition
O=C(COc1ccc(Br)cc1Cl)Nc1cccc(Cl)c1Cl	17%
COc1ccccc1-c1cc(-c2ccc(Br)cc2)nc(=O)[nH]1	6%
O=C(CSCc1cccc(Br)c1)N/N=C/c1cccs1	3%
COc1cc(OC)c(/C=C2\SC(=Nc3ccc(C)c(Cl)c3)NC2=O)cc1Br	35%
O=C(CCNc1ccc2c(c1)oc1ccccc12)c1ccc(Br)cc1	12%
COc1cc(C=O)c(Br)cc1OCc1ccc(F)cc1	4%
Cc1ccccc1C(=O)NC(NC(=O)c1ccccc1C)c1ccc(Br)cc1	20%
NNc1nc(-c2ccccc2)cc(-c2ccc(Br)cc2)n1	15%
CC(=O)N(c1ccc(Br)cc1)C1SC(=O)N(c2ccccc2)C1=O (centres undefined)	6%
COCCCN1C(=O)/C(=C\c2ccc(Br)cc2)C(C(=O)OC)=C1C	7%
CC(=O)c1cccc(NC(=O)/C(=C/c2ccc(Br)cc2)NC(=O)c2ccccc2Cl)c1	15%
CC1CCN(CCOCCOc2ccccc2Br)CC1	17%
CC(=O)NC1=NC(=O)/C(=C/c2cc3c(cc2Br)OCO3)S1	7%
COc1ccc(Br)cc1/C=N\n1c(C)nnc1C	12%
Brc1ccc(/C=N/Nc2cc(-c3ccccc3)nc(-c3ccccc3)n2)cc1	0%
CC1=C(C(=O)Nc2ccc(Br)cc2)C(c2ccccc2F)NC(=S)N1 (centres undefined)	8%
COc1cc(C2C(C#N)=C(C)NC3=C2C(=O)CC(c2ccccc2)C3)cc(Br)c1O (centres undefined)	12%

Screening results from PubChem BioAssay.

Some of the compounds tested. The share of hits here may be higher or lower than overall.
